Source: PubChem (Sanford-Burnham Center for Chemical Genomics)
TAG inh – inhibitors of triacylglycerol accumulation, primary screen, cell-based, uHTS, fluorescence, H9c2. inhibition, % at 12.5 µM. H9c2 cells, Nile Red lipid (TAG) fluorescence; cells loaded with 200 µM oleic acid. 230,000 tested, 0.66% active;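 active = pattern-corrected inhibition of lipid staining of at least 50% with the nuclear-stain viability signal not falling by more than 50%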;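 note: 0% = DMSO wells and 100% = triacsin C control wells; some results filed as inactive read as strong as hits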
TAG inh DAPI viability – further read-out of TAG inh, marked with its call; DAPI nuclei signal change (viability), lower = more cytotoxic, %;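 whole-well DAPI fluorescence read on a plate reader as a viability signal; minus 50 percent equals half of cells still viable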
Numbers without * were called inactive; i = inactive.

Start of the data: the first 22 records, ahead of the listing:
SMILES	TAG inh	TAG inh DAPI viability
CC(=O)C1=C(C)NC(=O)NC1c1ccccc1 (stereo not given)	-5	5
NNc1nc(-c2ccccc2)cs1	-2	1
O=C(Nc1ccc(S(=O)(=O)Nc2nccs2)cc1)c1cc(=O)[nH]c2ccccc12	-7	-2
CCCCCCC(=O)Nc1nc(C)c(-c2csc(Nc3ccc(Cl)cc3)n2)s1	37	9
N/C(=N\OC(=O)Cc1ccccc1)c1cccc(Br)c1	-8	3
CCCCNC(=O)c1onc(CSc2ccc(F)cc2)c1C(=O)O	-15	-3
CC(Sc1ncnc2sc(-c3ccccc3)cc12)C(=O)N1CCNC1=O (stereo not given)	1	2
CN(C)C(=O)[C@@H]1C[C@H]1[C@@H](NC(=O)OCc1ccccc1)c1ccccc1	-20	-4
COc1ccccc1CCNC(=O)c1ccc(OC)c(OC2CCN(C(C)C)CC2)c1	17	7
COc1ccc(CN2C(=O)C(C)Nc3ncnc(N4CCOCC4)c32)cc1 (stereo not given)	24	-19
N#CC1=C(S)N=C(N)C(c2nc(-c3ccccc3)cs2)C12CCCCC2 (stereo not given)	3	5
CC(=O)NC(c1ccc(F)c(F)c1)c1nc(-c2ccc(C)c(C)c2)cs1 (stereo not given)	-11	1
CN1CCN(C(=S)Nc2ccc(Cl)cc2)CC1	-5	-5
c1cn2c(-c3ccc(N4CCOCC4)cc3)cncc2n1	2	-12
O=C(COC(=O)CCNS(=O)(=O)c1cccs1)Nc1ccccc1	131	-74
CN(C)CCCN1c2ccccc2CCc2ccccc21	2	-3
Cc1nc2ccc(Cl)cc2nc1C	6	2
COc1ccc(-c2nc3cc([N+](=O)[O-])ccc3o2)cc1OC	4	-10
CN(CC(=O)Nc1ccccc1Cl)C(=O)Cn1cnc2ccccc2c1=O	6	-7
COC(=O)c1ccccc1OC(=O)c1ccc(Br)o1	4	0
O=C1CCCc2nc3c(cc21)C(O)Oc1c-3ccc2ccccc12 (stereo not given)	12	32
O=C(Nc1ccc(S(=O)(=O)Nc2ccccn2)cc1)c1ccccc1	1	0

The whole of this part, repeating the preview:
SMILES	TAG inh	TAG inh DAPI viability
CC(=O)C1=C(C)NC(=O)NC1c1ccccc1 (stereo not given)	-5	5
NNc1nc(-c2ccccc2)cs1	-2	1
O=C(Nc1ccc(S(=O)(=O)Nc2nccs2)cc1)c1cc(=O)[nH]c2ccccc12	-7	-2
CCCCCCC(=O)Nc1nc(C)c(-c2csc(Nc3ccc(Cl)cc3)n2)s1	37	9
N/C(=N\OC(=O)Cc1ccccc1)c1cccc(Br)c1	-8	3
CCCCNC(=O)c1onc(CSc2ccc(F)cc2)c1C(=O)O	-15	-3
CC(Sc1ncnc2sc(-c3ccccc3)cc12)C(=O)N1CCNC1=O (stereo not given)	1	2
CN(C)C(=O)[C@@H]1C[C@H]1[C@@H](NC(=O)OCc1ccccc1)c1ccccc1	-20	-4
COc1ccccc1CCNC(=O)c1ccc(OC)c(OC2CCN(C(C)C)CC2)c1	17	7
COc1ccc(CN2C(=O)C(C)Nc3ncnc(N4CCOCC4)c32)cc1 (stereo not given)	24	-19
N#CC1=C(S)N=C(N)C(c2nc(-c3ccccc3)cs2)C12CCCCC2 (stereo not given)	3	5
CC(=O)NC(c1ccc(F)c(F)c1)c1nc(-c2ccc(C)c(C)c2)cs1 (stereo not given)	-11	1
CN1CCN(C(=S)Nc2ccc(Cl)cc2)CC1	-5	-5
c1cn2c(-c3ccc(N4CCOCC4)cc3)cncc2n1	2	-12
O=C(COC(=O)CCNS(=O)(=O)c1cccs1)Nc1ccccc1	131	-74
CN(C)CCCN1c2ccccc2CCc2ccccc21	2	-3
Cc1nc2ccc(Cl)cc2nc1C	6	2
COc1ccc(-c2nc3cc([N+](=O)[O-])ccc3o2)cc1OC	4	-10
CN(CC(=O)Nc1ccccc1Cl)C(=O)Cn1cnc2ccccc2c1=O	6	-7
COC(=O)c1ccccc1OC(=O)c1ccc(Br)o1	4	0
O=C1CCCc2nc3c(cc21)C(O)Oc1c-3ccc2ccccc12 (stereo not given)	12	32
O=C(Nc1ccc(S(=O)(=O)Nc2ccccn2)cc1)c1ccccc1	1	0
CC(C)(C)NC(=O)CSC(=Nc1ccc(F)cc1)NC#N	5	4
CC(NC(=O)CCN1C(=O)c2ccccc2S1(=O)=O)c1ccccc1 (stereo not given)	-12	3
CCNc1ccc(S(=O)(=O)NCCN(C)C)cc1[N+](=O)[O-]	-4	6
O=C(Nc1ccc2c(c1)OCO2)c1cc(C2CCCN(C(=O)CCc3ccccc3)C2)on1 (stereo not given)	-2	-3
O=C(COC(=O)c1c[nH]c(=O)[nH]c1=O)Nc1ccccc1Br	-1	6
CC(C)C(NC(=O)c1ccco1)C(=O)OCC(=O)Nc1ccc(C(N)=O)cc1 (stereo not given)	-9	9
CCC(=O)N1CCC(C(N)=O)(N2CCCCC2)CC1	-17	1
CCC1(C)NC(=O)N(CC(=O)Nc2cc(C)on2)C1=O (stereo not given)	19	-3
CCOc1ccc(N(CC(=O)NCc2ccco2)S(=O)(=O)c2ccc(OC)c(OC)c2)cc1	-8	-1
O=C(CCCOC(=O)c1ccc(O)cc1O)c1ccc(Br)cc1	3	-10
Cc1cc(C)nc(SCC(N)=O)n1	1	5
CN1CCN(C(=O)c2ccccc2NC(=O)c2ccc(C(C)(C)C)cc2)CC1	3	-9
O=C(O)/C=C/C(=O)Nc1ccc(S(=O)(=O)N2CCCC2)cc1	-7	-11
CN(CC(=O)Nc1ccc(F)cc1)C(=O)Cn1c(=O)oc2ccccc21	-4	2
O=C(NCCCN1CCOCC1)c1ccccc1NS(=O)(=O)c1ccc(Br)cc1	1	-5
COC(=O)CCc1c(C)c(C(=O)c2ccco2)c2ccccn12	-21	4
CCOc1ccccc1NC(=O)C1CCCN(S(=O)(=O)c2cccc3cccnc23)C1 (stereo not given)	-1	1
COC(=O)c1ccc(N2CCOCC2)c(NC(=O)c2ccc3c(c2)OCCO3)c1	13	-3
O=C(CN1C(=O)c2ccccc2S1(=O)=O)N1CCN(c2cccc(Cl)c2)CC1	-10	-1
CCC(=O)N1CCc2cc(OC)c(OC)cc2C1COc1ccccc1OC (stereo not given)	13	0
Cc1ccc(Cn2c(C)c(C(=O)NCc3ccc4c(c3)OCO4)sc2=O)cc1	-2	-4
CC(C)c1ccc(NC(=O)c2ccc(NC3=NC4CS(=O)(=O)CC4S3)cc2)cc1 (stereo not given)	18	1
Cc1ccsc1CN(C)C(=O)CCc1nnc(COc2ccccc2)o1	17	-12
CCOc1ccc(Oc2cc(C)nc(SC)n2)nn1	4	14
Cc1c(C(=O)NCc2ccc3c(c2)OCO3)sc2nc(-c3ccccc3)cn12	-9	1
O=C(CC12CC3CC(CC(C3)C1)C2)NC(=S)Nc1ccc(CN2CCOCC2)cc1	35	22
CC(C)c1nc2ccccc2n1CC(O)COC1CCCCC1 (stereo not given)	-6	1
O=Cc1ccc(N2CCCCCC2)cc1	-2	-6
Cc1ccc(NC(=O)c2ncn(CCCN3CCN(c4ncccn4)CC3)n2)cc1C	11	-2
Cc1ccc(S(=O)(=O)N(CC(=O)Nc2ccccc2C(=O)O)c2ccccc2C)cc1	-1	-4
O=C(COC(=O)c1ccccn1)NCc1cccs1	-7	2
Cc1cc(/C=N/n2cnnc2)c(C)n1-c1ccc(OCc2ccc(Cl)cc2Cl)cc1	-4	7
COc1cccc(/C=C/C(=O)Nc2cccc(C(C)=O)c2)c1OC	11	6
Cc1cc2c(cc1S(=O)(=O)N1CCN(c3ccccc3)CC1)OCCN2C	-10	-2
COc1ccc(NC(=O)N(C)C[C@H]2Oc3ccc(NC(=O)C4CCCCC4)cc3C(=O)N([C@H](C)CO)C[C@@H]2C)cc1	-7	1
CCN(CC)CCOCCOC(=O)C1(c2ccccc2)CCCC1	2	0
COC(=O)c1cc(OC)c(OC)cc1NC(=O)c1ccc(OC)c(OC)c1	12	9
CCOC(=O)c1[nH]c(COC(=O)C2CC(=O)N(Cc3ccccc3)C2)c(C(=O)OCC)c1C (stereo not given)	-1	-8

Following part
SMILES	TAG inh	TAG inh DAPI viability
COc1ccc(OCC(=O)N/N=C/c2ccc(O[C@@H]3O[C@H](CO)[C@@H](O)[C@H](O)[C@H]3O)cc2)cc1	17	-2
Cc1c(CN2CCCC(CO)(Cc3cccc(Cl)c3)C2)cnn1C (stereo not given)	1	2
CC(NC(=O)COC(=O)CCN1C(=O)C2CC=CCC2C1=O)c1ccc(Br)cc1 (stereo not given)	14	4
COc1cc(-c2cnc3c(NC=O)cc(-c4cccc(NC(C)=O)c4)cn23)cc(OC)c1OC	73*	-43*
CSc1ncnc2[nH]ncc12	-30	2
Clc1ccc(C2=NN(c3ccccc3)C(c3ccco3)C2)cc1 (stereo not given)	10	i
COc1ccc(N(S(=O)(=O)c2ccccc2)S(=O)(=O)c2ccccc2)c(N)c1	-8	-13
CCCNC(=O)c1n[nH]c2c1CC(C(C)(C)CC)CC2 (stereo not given)	-14	2
CCc1ccc2[nH]c(=O)c(C(c3nnnn3CCOC)N3CCN(c4ccccc4)CC3)cc2c1 (stereo not given)	11	-11
CCOC(=O)CC1=C(C(=O)OCC)C(c2cccs2)C(C#N)=C(N)O1 (stereo not given)	9	-1
Cc1ccc(NC(=O)CN(C)C2CCCCC2)cc1Br	-5	15
c1ccc(-c2cc3n(c2)CCc2ccccc2-3)cc1	10	3
COc1ccc(CN2CCNC(=O)C2CC(=O)NCCc2c[nH]c3ccccc23)c(OC)c1 (stereo not given)	0	11
Cc1ccc(S(=O)(=O)N(CC(=O)N/N=C\c2cccs2)c2cccc3cccnc23)cc1	-34	20
COCCCNc1ccn2nc(-c3cc(OC)c(OC)c(OC)c3)cc2n1	27	4
NC(=O)CCCc1nc(-c2ccccc2)no1	0	10
Cc1ccccc1OCCn1nc(C(=O)O)c2ccccc2c1=O	-50	-14
CCOc1ncccc1C(=O)OCC(=O)N1CCN(S(=O)(=O)c2ccccc2)CC1	7	4
Cc1ccc(-c2nc(C)sc2CC(=O)Nc2nnc(C)s2)cc1	5	-10
CN(Cc1nc(-c2cnccn2)no1)CC1CCN(Cc2ccccc2)CC1	9	-2
COc1ccccc1NC(=O)C1CC(C(C)C)OC1=O (stereo not given)	-2	-1
O=C(COC(=O)c1ccco1)NC12CC3CC(CC(C3)C1)C2	-5	1
O=C(O)CCCNc1n[nH]c(=O)[nH]c1=O	-10	8
O=C(NCc1ccccn1)c1ccccc1-c1ccccc1	3	-2
COCCn1c(SCC(=O)NCC2CCCO2)nc2c(c1=O)SCC2 (stereo not given)	6	8
CC(C)CCNC(=O)NC(=O)CN1C(=O)NC2(CCCCC2)C1=O	8	-7
COc1ccc(NC(=O)COc2ccc(/C=N/O)cc2OC)cc1	6	3
COc1cc(-n2c(=O)c3ccccc3n(CC(=O)c3ccc(Br)cc3)c2=O)cc(OC)c1OC	23	-13
Cc1ccc(N2CC(O)CSC2=Nc2ccccc2)cc1 (stereo not given)	4	-2
Cc1cc(C)n(-c2nc3ccccc3nc2Nc2ccc(CC(=O)O)cc2)n1	-7	5
CCCOc1ccc(-c2cc3onc(-c4ccccc4)c3c(=O)n2C)cc1	-41	3
O=C(c1nc2ccccn2c1CNCCn1ccc2ccccc21)N1CCOCC1	10	-1
CCOC(=O)CCC(=O)N1CCOCCN(C(=O)CCC(=O)OCC)CCOCC1	-12	-6
COc1cccc(NC(=O)NNC(=O)C(C)Oc2ccc3ccccc3c2)c1 (stereo not given)	-15	7
Cn1c(=O)c([N+](=O)[O-])c(N2CCSCC2)c2ccccc21	0	2
Brc1ccc(-c2nnc3sc(CNCc4ccc5c(c4)OCO5)cn23)cc1	-11	3
Cc1ccsc1C(=O)Nc1ccccc1N1CCCC1	-18	4
CCOCCCn1c(SC(C)C(=O)NCC2CCCO2)nc2sc(C)c(C)c2c1=O (stereo not given)	-4	1
O=C(CCCOc1ccc(Cl)cc1)NC1CCCCC1	-1	-9
O=C(NCCc1cn2cccnc2n1)C1CCC(=O)N(Cc2ccccc2F)C1 (stereo not given)	9	4
Oc1ccc(/C=N/Nc2nc(-c3ccccc3F)nc3ccccc23)c(O)c1	43	-20
COc1cccc(NC2c3ccccc3C(=O)N2Cc2ccccc2Cl)c1 (stereo not given)	-12	3
CC(OC(=O)CNC(=O)c1ccco1)C(=O)N(C)c1ccccc1 (stereo not given)	-16	6
c1ccc(-c2cn(-c3ccccc3)c3[n+]2CCS3)cc1	-40	7
COc1ccc(C)cc1NC(=O)c1ccc(NC(=O)CC2SC(N3CCCC3)=NC2=O)cc1 (stereo not given)	-13	2
COc1ccc(CCn2c(C)cc(C(=O)COC(=O)c3cnccn3)c2C)cc1	-21	0
O=C(c1cnccn1)N(c1ccccc1)C1(C(=O)NC2CCCCC2)CCCCC1	3	4
CCOC(=O)c1ccc(NC(=O)c2nc[nH]c2C(=O)N2CCc3ccccc3C2)cc1	11	-4
COc1ccc(N=Nc2ccc(O)c(P(=O)(c3ccccc3)c3ccccc3)c2)cc1	-3	0
CCn1c(SCC(=O)NNC(=O)c2ccccc2)nnc1-c1ccco1	2	-14
CCOC(=O)N(C)c1c(CC)nc2c(OCc3ccccc3)cccn12	-13	-11
CNC(=O)NC(=O)C(C)Oc1ccccc1F (stereo not given)	-3	-6

An excerpt; count on the stated rates, not on these rows.
